High-throughput results from PubChem.
Tau fibril FP = qHTS for Inhibitors of Tau Fibril Formation, Fluorescence Polarization. K18 P301L tau heparin fibrillization, Alexa594 FP, 6 h. Microtubule-associated protein tau (Homo sapiens), P10636. 0.39% of 280,000 active. AID 1468, 2008. Potency, µM (series often up to 57.7 µM), inactives show at the highest dose activity, negative = inhibition, usual class: inhibitors; also: nearly all actives have a fitted effect of over 55% in size
Target sequence (P10636 561-689 P618L limits assumed): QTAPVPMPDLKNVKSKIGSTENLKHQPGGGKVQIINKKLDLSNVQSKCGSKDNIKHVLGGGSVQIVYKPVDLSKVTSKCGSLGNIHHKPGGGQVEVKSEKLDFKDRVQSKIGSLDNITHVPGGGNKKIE
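Human K18 P301L fragment (15 uM unlabeled plus 0.24 uM Alexa 594-labeled) in 100 mM sodium acetate pH 7 with compound, aggregation induced by 20 uM heparin for 6 hr at 37 C. ThT (30 uM) added for 1 hr, then Alexa 594 FP read.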
TexasRed fluor = Total Fluorescence Counterscreen for Inhibitors of the Interaction of Thyroid Hormone Receptor and Steroid Receptor Coregulator 2; TRb/SRC2 Texas Red total fluorescence interference; Potency, µM (top dose mostly 106 µM), without a hit: at the top dose fluorescence change, negative = quenching; AID 1479, 2009; 0.29% of 280,000 active; active = well fitted curve in either direction with a large enough effect; inconclusive = small, poorly fitted or top-dose-only effect
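Human TRβ ligand-binding domain (0.6 uM) and Texas Red SRC2 peptide (20 nM) in Tris buffer with 1 uM T3 and 5% DMSO were incubated with pinned compound for 5 hr at ambient temperature. Total fluorescence was computed as S + 2P (555/632 nm).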
aGal spleen mod = qHTS Assay for Inhibitors and Activators of Human alpha-Galactosidase From Spleen Homogenate. human spleen homogenate, 4MU-alpha-Gal fluorescence, 40 min. 0.008% of 240,000 active. Potency, µM (doses to about 80 µM), for inactives: at the highest dose activity change, negative = inhibition, hits mostly inhibitors;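 also: 0% = enzyme with vehicle and -100% = no enzyme basal signal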
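Human spleen homogenate (1 ug) as enzyme source, 4-methylumbelliferyl-alpha-D-galactopyranoside 1 mM final, citrate/phosphate pH 5.0 with 0.01% Tween-20. Compounds 40 min at 37C, NaOH/glycine stop; fluorescence Ex 365/Em 440, Hill-fit AC50.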
Tau fluor counter = Counterscreen qHTS for Inhibitors of Tau Fibril Formation, Fluorescence Polarization; 0.93% of 280,000 active; AID 1463, 2008; tau K18 P301L Alexa594 fluorescence, heparin fibrillization; Potency, µM (titrated, usually from 57.7 µM), without a hit: top-dose activity change, negative = decrease; also: nearly all actives have a fitted effect of over 55% in size
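Human K18 P301L tau (15 uM unlabeled plus 0.24 uM Alexa 594-labeled, final) in 100 mM sodium acetate pH 7 was mixed with compound and 20 uM heparin and incubated 6 hr at 37 C.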
L3MBTL1 block = qHTS Assay for the Inhibitors of L3MBTL1 | Lethal(3)malignant brain tumor-like protein 1 (Homo sapiens), Q9Y468 | AlphaScreen L3MBTL1–H3K9me1 peptide binding | Potency, µM (series often up to 57.1 µM), inactives show top-dose activity, negative = inhibition, hits mostly inhibitors | 0.66% of 230,000 active; also: nearly all actives have a fitted effect of over 60% in size
Target sequence (Q9Y468 whole entry, looked up): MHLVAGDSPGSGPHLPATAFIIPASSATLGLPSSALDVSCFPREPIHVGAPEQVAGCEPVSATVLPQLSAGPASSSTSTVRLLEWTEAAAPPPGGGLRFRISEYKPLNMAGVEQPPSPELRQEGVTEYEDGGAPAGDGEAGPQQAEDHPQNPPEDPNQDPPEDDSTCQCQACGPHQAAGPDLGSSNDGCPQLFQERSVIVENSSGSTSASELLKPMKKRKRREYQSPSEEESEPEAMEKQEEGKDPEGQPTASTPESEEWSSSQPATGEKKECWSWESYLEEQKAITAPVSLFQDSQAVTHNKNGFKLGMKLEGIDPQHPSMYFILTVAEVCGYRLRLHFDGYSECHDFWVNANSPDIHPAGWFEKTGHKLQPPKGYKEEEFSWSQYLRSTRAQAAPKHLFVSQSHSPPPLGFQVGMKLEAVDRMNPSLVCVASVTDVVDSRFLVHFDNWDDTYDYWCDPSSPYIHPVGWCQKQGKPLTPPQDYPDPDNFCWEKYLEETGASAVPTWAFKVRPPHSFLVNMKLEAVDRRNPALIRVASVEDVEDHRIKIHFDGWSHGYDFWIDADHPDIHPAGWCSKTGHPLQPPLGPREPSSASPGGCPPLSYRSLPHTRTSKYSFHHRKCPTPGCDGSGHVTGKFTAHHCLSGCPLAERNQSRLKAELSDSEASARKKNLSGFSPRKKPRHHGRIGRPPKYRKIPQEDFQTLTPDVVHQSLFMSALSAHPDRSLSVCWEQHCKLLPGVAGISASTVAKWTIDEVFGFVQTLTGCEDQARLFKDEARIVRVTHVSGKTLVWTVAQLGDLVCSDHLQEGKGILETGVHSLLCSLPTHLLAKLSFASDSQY
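L3MBTL1 (50 nM) pre-complexed 30 min with biotinylated H3(1-15)K9me1 peptide (75 nM), then compounds added for 30 min at room temperature; AlphaScreen streptavidin donor/nickel chelate acceptor beads (10 ug/mL final) read after 30 min dark incubation.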
ALDH1A1 block = qHTS Assay for Inhibitors of Aldehyde Dehydrogenase 1 (ALDH1A1); Purified ALDH1A1, NADH fluorescence, propionaldehyde substrate; Potency, µM (top dose mostly 75.3 µM), for the others: at the top dose activity, negative = inhibition, most hits filed as inhibitors; 7.3% of 220,000 active; AID 1030, 2008; active = well fitted inhibition curve with a large enough effect, not every such curve was filed as active; inconclusive = small, poorly fitted or top-dose-only effect, or another doubt; inactive = no such curve, though single readings can be large or run the other way;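 also: plate controls were no enzyme wells and a reference inhibitor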
Tau fibril ThT = qHTS for Inhibitors of Tau Fibril Formation, Thioflavin T Binding; Microtubule-associated protein tau (Homo sapiens), P10636; recombinant tau K18 P301L (four-repeat tau fragment), heparin-induced fibrillization, ThT fluorescence; Potency, µM (titrated, usually from 57.4 µM), inactives show at the highest dose activity, negative = inhibition, most hits filed as inhibitors; 2.1% of 270,000 active; also: nearly all actives have a fitted effect of over 55% in size
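Recombinant human tau K18 fragment […] carrying P301L, 15 uM unlabeled plus 0.24 uM Alexa 594-labeled, was fibrillized with 20 uM heparin in 100 mM sodium acetate pH 7 for 6 hr at 37 C; 30 uM ThT fluorescence read after 1 hr.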
TRb SRC2 PPI = qHTS for Inhibitors of the Interaction of Thyroid Hormone Receptor and Steroid Receptor Coregulator 2 | Thyroid hormone receptor beta (Homo sapiens), P10828 | 0.065% of 280,000 active | TRbeta-SRC2 peptide binding, fluorescence polarization; receptor liganded with 1 µM T3 | Potency, µM (highest dose often 106 µM), for the others: top-dose activity change, negative = inhibition, most hits filed as inhibitors;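 also: plate controls were bound peptide for no effect and peptide without receptor for full effect; nearly all actives have a fitted effect of over 50% in size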
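Fluorescence polarization of 20 nM Texas Red SRC2 peptide (20-aa NR interaction domain) bound to 0.6 uM human TRb ligand-binding domain, with 1 uM T3, after 5 hr at ambient temperature; inhibition seen as decreased polarization.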
The depositor's hits bear a star; ? = inconclusive; . = not tested or not shown; & = joins results of further samples; [ ] = another dose, or the depositor's remark. Unless noted, calls follow the shape of the dose curve; as a rule, active = well fitted curve in the direction sought with a large enough effect; inconclusive = small, poorly fitted or top-dose-only effect, or another doubt; inactive = no such curve, though single readings can be large; an effect the other way counts as inactive or inconclusive. Unless noted, % is scaled to controls: 0 for no effect and ±100 for the full control effect; potency is read from the fitted curve at half-maximal effect.

SMILES	Tau fibril FP	TexasRed fluor	aGal spleen mod	Tau fluor counter	L3MBTL1 block	ALDH1A1 block	Tau fibril ThT	TRb SRC2 PPI
O=C(NCCc1ccccc1)C1CCCN(S(=O)(=O)c2cnc[nH]2)C1 (stereo unspecified)	9%	2%	9%	3%	.	8%	-5%	-11%
Cn1c(SCC(=O)Nc2ccc3c(c2)OCCO3)nnc1-c1ccccn1	0%	2%	-3%	4%	.	-3%	-7%	-1%
COc1ccc(-c2csc(N(CC3CCCO3)C(=O)c3ccc(C)cc3)n2)cc1 (stereo unspecified)	-8%	-5%	-1%	-25%	2%	?	-17%	-2%
CC1=C/C(=N\NC(=O)c2cccs2)CC(C)(C)C1	-1%	-2%	-6%	-3%	.	0%	3%	2%
CC(CNC(=O)c1ccc2nc(CCc3ccccc3)oc2c1)c1ccccc1 (stereo unspecified)	-3%	-6%	.	-5%	.	.	-10%	7%
O=C(CSc1nnnn1C1CCCCC1)Nc1nc2c(s1)CCCC2	7%	1%	8%	-13%	.	7.9µM*	-8%	-17%
CCCCC1(O)CC(C(F)(F)F)=NN1C(=O)COc1ccccc1 (stereo unspecified)	6%	0%	3%	2%	-17%	3%	-2%	-7%
COc1ccc(C2c3ccc(O)cc3Oc3ncn(CCN4CCOCC4)c(=N)c32)cc1OC (stereo unspecified)	-3%	2%	6%	-18%	-19%	.	-12%	8%
CCOC(=O)C1CCCc2c1[nH]c1c(C(=O)O)cccc21 (stereo unspecified)	-5%	1%	-8%	-1%	-3%	1%	-9%	-2%
COc1ccccc1OCC(=O)Nc1c(C(=O)c2ccc(C)cc2)oc2ccccc12	-14%	?	.	-1%	.	.	8%	-4%
CNc1nc2c(c(=O)[nH]c(=O)n2C)n1CCOC	4%	-2%	-13%	10%	-1%	1%	0%	-2%
COc1cccc(CN2C(=O)c3ccccc3Sc3ccc(C(=O)NCCc4ccc(Cl)cc4)cc32)c1	?	0%	.	?	.	.	-5%	-2%
CCOc1cc(/C=C2\SC(=S)N(NC(=O)c3cccnc3)C2=O)ccc1O	-2%	16%	-7%	-6%	-23%	?	?	?
Brc1ccc(CSc2ccc3nnc(-c4cccnc4)n3n2)cc1	?	0%	-3%	2%	11%	-5%	?	0%
O=C(NCCc1ccccn1)C(F)(F)C(F)(F)C(F)(F)C(F)(F)C(F)(F)C(F)(F)C(F)(F)C(F)F	10%	2%	0%	6%	36%[activator]	-3%	5%	-16%

In a second layout: results already given
compound,Tau fibril FP,TexasRed fluor,aGal spleen mod,Tau fluor counter,L3MBTL1 block,ALDH1A1 block,Tau fibril ThT,TRb SRC2 PPI
CCCCC1(O)CC(C(F)(F)F)=NN1C(=O)COc1ccccc1 (stereo unspecified),6%,0%,3%,2%,-17%,3%,-2%,-7%
COc1ccc(C2c3ccc(O)cc3Oc3ncn(CCN4CCOCC4)c(=N)c32)cc1OC (stereo unspecified),-3%,2%,6%,-18%,-19%,.,-12%,8%
CCOC(=O)C1CCCc2c1[nH]c1c(C(=O)O)cccc21 (stereo unspecified),-5%,1%,-8%,-1%,-3%,1%,-9%,-2%
COc1ccccc1OCC(=O)Nc1c(C(=O)c2ccc(C)cc2)oc2ccccc12,-14%,?,.,-1%,.,.,8%,-4%
CNc1nc2c(c(=O)[nH]c(=O)n2C)n1CCOC,4%,-2%,-13%,10%,-1%,1%,0%,-2%
COc1cccc(CN2C(=O)c3ccccc3Sc3ccc(C(=O)NCCc4ccc(Cl)cc4)cc32)c1,?,0%,.,?,.,.,-5%,-2%

The results go on.
SMILES	Tau fibril FP	TexasRed fluor	aGal spleen mod	Tau fluor counter	L3MBTL1 block	ALDH1A1 block	Tau fibril ThT	TRb SRC2 PPI
COc1ccc(Cc2c(Cl)ncnc2Cl)cc1	5%	-10%	3%	0%	15%	?	4%	3%
CC(C(=O)NCc1ccc2c(c1)OCO2)c1ccc([N+](=O)[O-])cc1 (stereo unspecified)	2%	1%	-3%	-6%	1%	-10%	-6%	3%
CN1CCN(NC(=O)c2cn(-c3ccccc3)nc2-c2cccs2)CC1	5%	2%	8%	-3%	-9%	?	0%	6%
COc1cccc(C(=O)Nc2cccnc2)c1	9%	-6%	8%	6%	.	?	9%	0%
O=C(COC(=O)c1ncc(Cl)c(Cl)c1Cl)NC(=O)NCc1ccccc1	?	-2%	3%	-10%	1%	2%	-1%	17%
CCc1c(C)sc(NC(=O)c2cccs2)c1C#N	-4%	-4%	0%	-13%	7%	?	?	-1%
COc1cc(COCC(O)CN2CCN(Cc3ccc4c(c3)OCO4)CC2)cc(OC)c1OC (stereo unspecified)	1%	-2%	0%	-1%	5%	-1%	-1%	-4%
CCN(CC)C(=O)CC(c1cc(OC)c(OC)c(OC)c1)c1c(OC)cc(OC)c2ccc(=O)oc12 (stereo unspecified)	6%	0%&0%	5%&-3%	6%	.	.	-4%	-9%&-1%
COCCn1cc(C(=O)c2ccccc2OCC(=O)Nc2cc(C)on2)cc(C#N)c1=O	-1%	1%	-3%	-4%	-3%	-4%	-6%	11%
CC(C)(C)c1ccc(/C=N/OCC(=O)NCc2ccc(F)cc2)cc1	12%	-7%	7%	-7%	3%	3%	-16%	3%
COc1cccc(CNC(=O)c2ccc(NC(=O)C3CCCO3)cc2)c1 (stereo unspecified)	-1%	0%	-1%	9%	1%	?	4%	2%
CCCCOc1ccc(C(=O)N2CC(C)OC(C)C2)cc1 (stereo unspecified)	-1%	0%	4%	-8%	.	0.079µM*	-10%	7%
CCOc1ccc(Br)cc1C1C(C(=O)OC)=C(N)Oc2cc(N(C)C)ccc21 (stereo unspecified)	11%	2%	-9%	?	.	-21%	?	-1%
CCOC(=O)c1ccc(NC(=O)C(CC)CC)cc1	6%	-4%	6%	-2%	3%	-7%	1%	0%
COc1ccc(-c2nc3cc(NC(=O)COc4ccc(C)c(C)c4)ccc3o2)cc1	1%	4%	.	-6%	.	.	?	6%
Cc1ccc(NC(=O)CSc2nc3ccc(NC(=O)c4ccco4)cc3s2)cc1	?	0%	.	-29%	.	.	-11%	5%
C=C(C)C(=O)Nc1cccc(C2=NOC3(C2)C[C@@H](C(N)=O)N(C(=O)C(=C)C)C3)c1 (stereo partly specified)	-1%	0%	4%	-2%	.	.	-2%	0%
CCN(CC)C(=O)Sc1cccc2cccnc12	5%	-6%	1%	-6%	.	?	-12%	-11%
O=S(=O)(c1ccc(F)cc1)N1CCCC(CO)C1 (stereo unspecified)	-5%	2%	5%	-7%	4%	7%	-5%	7%
Cn1c(CNC2CCCCC2)c(C#N)c2ccccc21	-1%	2%	-4%	-3%	9%	0%	1%	2%
N/C(=N\OS(=O)(=O)c1ccc(Cl)cc1)c1cccnc1	-1%	1%	8%	-2%	10%	10%	4%	3%
COc1ccc(CNS(=O)(=O)c2ccc(C3CNC(=O)C3)cc2)cc1 (stereo unspecified)	0%	-2%	2%	7%	.	-4%	-3%	4%
C/C(=N\O)C(C)(C)Nc1ccc(Br)cc1	5%	2%	2%	-1%	-3%	.	3%	7%
COc1cc2c(cc1OC)[C@H](C)N(CC1C(=O)O[C@@H]3C[C@@]4(C)CCC[C@H](C)[C@@]45OC5[C@H]13)CC2 (stereo partly specified)	7%	-1%	-3%	-10%	.	-3%	?	11%
Cc1noc(C)c1C(=O)Nc1ccc(F)cc1F	-2%	-2%	-4%	-8%	.	2%	-5%	-2%
O=S(=O)(N/N=C/c1cccc(OC2CSC2)c1)c1ccccc1	-9%	-1%	-17%	-9%	-14%	-1%	-2%	-3%
COc1ccccc1OCCNC(=O)c1cc(SC)ccc1Cl	8%	-1%	-2%	-5%	4%	-4%	-2%	2%
Cc1cc2c(cc1C)-c1nnc(-c3ccc4ccccc4n3)n1C(C)(C)C2	-7%	4%	-2%	3%	0%	14%	1%	5%
CC(SCc1ccccc1)C(=O)N/N=C/c1cc2c(cc1Br)OCO2 (stereo unspecified)	-8%	-2%	-4%	-25%	-5%	-8%	-12%	-9%
O=C(COC(=O)CN1C(=O)c2cccc([N+](=O)[O-])c2C1=O)NC1CCS(=O)(=O)C1 (stereo unspecified)	-8%	-5%	-12%	-9%	17%	.	-3%	2%
CN(C)CCCN1C(=O)c2oc3ccc(F)cc3c(=O)c2C1c1cccnc1 (stereo unspecified)	-18%	-9%	-5%	1%	-2%	?	5%	-6%
COC(=O)c1cn(CCOc2ccc(C)cc2)c2ccccc12	-11%	-1%	-1%	-29%	.	3%	-16%	-5%
COc1ccccc1/C=N/NC(=S)Nc1cccnc1	-1%	-3%	-2%	-4%	.	1%	-4%	14%
CCCNC(=O)c1nc(C)n(-c2cc(Cl)ccc2Cl)n1	4%	0%	1%	4%	-19%	3%	2%	-1%
CN(Cc1nccn1C)C(=O)CC1C(=O)NCCN1Cc1ccccc1C(F)(F)F (stereo unspecified)	-4%	1%	4%	-3%	7%	-7%	-6%	3%
OCCCc1nc2n(n1)C(c1ccccc1)C=C(c1ccccc1)N2 (stereo unspecified)	5%	-3%	6%	-9%	.	?	-6%	1%
O=C(O)c1sccc1OCc1ccccc1	-7%	-3%	-1%	-1%	0%	10%	4%	-6%
CCOC(=O)N1CCN(c2c(N3CCOCC3)c(=O)c2=O)CC1	-4%	-1%	1%	-2%	.	?	5%	2%

Entries shown so far that have a COOH group, in the order listed:
SMILES	Tau fibril FP	TexasRed fluor	aGal spleen mod	Tau fluor counter	L3MBTL1 block	ALDH1A1 block	Tau fibril ThT	TRb SRC2 PPI
CCOC(=O)C1CCCc2c1[nH]c1c(C(=O)O)cccc21 (stereo unspecified)	-5%	1%	-8%	-1%	-3%	1%	-9%	-2%
O=C(O)c1sccc1OCc1ccccc1	-7%	-3%	-1%	-1%	0%	10%	4%	-6%
